Lipid storage S3 – qHTS Assay for Lipid Storage Modulators in Drosophila S3 Cells. actives 0.64% (n = 320,000). AID 2685. lipid storage change, negative = inhibition, % at the top dose, mostly 46.1 µM; hits show Potency in µM. Drosophila S3 cells, BODIPY lipid droplet fluorescence, 18-24 h; cells fed with added oleic acid; active = well fitted inhibition curve with a large enough effect in the signal ratio, with a control signal flat, not every such curve was filed as active; inconclusive = small, poorly fitted or top-dose-only effect, or effect the other way, or a change in a side signal; the % refers to the signal ratio
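Laser-scanning cytometry quantifies lipid droplet accumulation (500–530 nm total intensity; droplet/cell object ratio) in oleic acid-fed (400 uM added) Drosophila S3 cells treated with a concentration series. 20 uM Triacsin C defined 100% inhibition.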
Lipid storage S3 cell count max – second read-out of Lipid storage S3, no call of its own (marks repeat the call); cell number change, %; measured here: cell count max response;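 cells counted by Cell Tracker Red CMTPX staining in the red channel; peak over a dose series mostly up to 46.1 µM; percent activity relative to internal control wells on each plate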
Starred values were filed as active, the others as inactive; i = inactive; ? = inconclusive; . = no result given; [ ] = remark or other dose. % is scaled to controls: 0 for no effect and ±100 for the full control effect; potency is read from the fitted curve at half-maximal effect. Some of the compounds tested; the hit share may differ from the screen's.

Lipid storage S3 cell count max | Lipid storage S3 | Compound
-8.6 | 3.6% | Cc1ccc(C)c(S(=O)(=O)Nc2ccc(C(=O)N3CC(C)OC(C)C3)cc2)c1 (stereo not drawn)
16.5 | -15.1% | CCOc1ccccc1-c1nc(CN2CCCN(C(=O)c3ccco3)CC2)c(C)o1
. | ? | CCc1c(C)nc2[nH]nc(NC(=O)C(F)(F)F)n2c1=O
. | 19.2% | CCN1CCN(c2ncnc3sc4c(c23)CCC(C)C4)CC1 (stereo not drawn)
. | -0.2% | CNC(=O)c1ccc2snnc2c1
-0.3 | -0.9% | CCC1=C(OC(=O)N(CC)CC)N2C(=O)OC(=NCCc3c[nH]c4ccccc34)[C@]2(C)[C@H]2C1=CC[C@H]1C(=O)N(CC)C(=O)[C@H]12
. | ? | COc1cccc(/C=C/C(=O)NCc2ccc(S(N)(=O)=O)cc2)c1
2.1 | 13.4% | CCOC(=O)c1ccc(NC(=O)N2CCN(C(=O)C3CCCO3)CC2)cc1 (stereo not drawn)
. | ? | Cc1nn(C)c(C(=O)Nc2ccn(C34CC5CC(CC(C5)C3)C4)n2)c1[N+](=O)[O-]
. | ? | NC(=O)c1ccsc1NC(=O)CS(=O)(=O)c1ccc(F)cc1
. | ? | O=c1[nH]c(-c2ccccc2O)nc2c1CCCC2
3.7 | -1.5% | Cc1ccc(NS(=O)(=O)c2ccc3[nH]c(=O)[nH]c3c2)c(C)c1
. | i | Cc1ccc(S(=O)(=O)N2CCN(C(=O)c3ccc(Cl)nc3)CC2)cc1
-13.4 | -15.7% | CCOc1ccc(/C=N/Nc2nc(N3CCCC3)nc(N3CCCC3)n2)cc1OC
-5.3 | 12.2% | CCc1ccc(N2CC(C)Cn3c2nc2c3c(=O)[nH]c(=O)n2C)cc1 (stereo not drawn)
0.9 | i | COC(=O)c1cc(S(=O)(=O)N2CCN(c3ccc(F)cc3)CC2)c[nH]1
. | ? | CN(Cc1ccccc1)C(=O)CCC1CCN(S(=O)(=O)N(C)C)CC1
. | i | CCc1nnc(NC(=O)C2CCCN(S(=O)(=O)c3ccccc3)C2)s1 (stereo not drawn)
. | ? | Cc1ccc(-c2nnc(SCC(=O)N3CCCC3)o2)cc1C
20.7 | 10.6% | CCN1CCN(C(=O)CCc2nnc(CCCCc3ccccc3)o2)[C@@H](C)C1=O
. | ? | CCSc1nc2ccccc2c(=O)n1-c1c(C)n(C)n(-c2ccccc2)c1=O
3.8 | 5.1% | COC(=O)CSc1nc(-c2ccc(F)cc2)cc(C(F)(F)F)n1
. | ? | CC(=O)Nc1ccc(SCC(=O)Nc2ccc(Cl)cn2)cc1
3.3 | i | COc1ccc(OC)c(/C(C)=N\NC(=O)c2cc3cc(Cl)ccc3n2C)c1
. | ? | Cc1ccc(C(=O)NCCc2cccs2)cc1
. | i | Cc1cc(NC(=O)c2c(F)cccc2Cl)no1
. | ? | Cn1ncc2c(NNC(=O)Cc3cccc4ccccc34)ncnc21
. | ? | N#Cc1ccc(NC(=O)CCc2nc3ccccc3s2)cc1
. | ? | Cc1nc(/N=C\c2ccc(N(C)C)cc2)sc1C
12.5 | 2.8%[9.22 µM] | COc1cccc(C2C(C#N)=C(N)SC(c3ccccc3)C2[N+](=O)[O-])c1 (stereo not drawn)
20.7 | -11.7% | COC(=O)CN1C(=O)[C@H]2[C@@H](C3CC3)N3C(=O)CN(Cc4ccc(-c5ccccc5)cc4)C(=O)[C@@]3(Cc3ccccc3)[C@H]2C1=O
-7.2 | 8.2% | O=C(O)c1ccc(N/N=C/c2cc3cc4c(cc3nc2Cl)OCCO4)cc1

Random excerpt: 2 records from the list, in no set order.
Lipid storage S3 cell count max | Lipid storage S3 | Compound
20.7 | -11.7% | COC(=O)CN1C(=O)[C@H]2[C@@H](C3CC3)N3C(=O)CN(Cc4ccc(-c5ccccc5)cc4)C(=O)[C@@]3(Cc3ccccc3)[C@H]2C1=O
. | ? | Cc1nc(/N=C\c2ccc(N(C)C)cc2)sc1C

The listing continues.
Lipid storage S3 cell count max | Lipid storage S3 | Compound
11.7 | 6.7% | Cn1c(N)c(N=Nc2ccc(S(N)(=O)=O)cc2)c(=O)n(C)c1=O
-6.8 | i | CSCC[C@H](NC(=O)N1CCn2c1nc1ccccc12)C(=O)NCc1ccc(F)cc1
21.1 | i | O=C(N/C(=C/c1cccnc1)C(=O)N1CCCCCC1)c1cccc(Br)c1
5.1 | 3.4% | O=C(Nc1ccc([N+](=O)[O-])cc1)N1CCN(C(=O)C2CCCO2)CC1 (stereo not drawn)
. | ? | CCOc1ccccc1C(=O)NC(C(=O)N(C)Cc1ccc2c(c1)OCO2)C(C)C (stereo not drawn)
-2.8 | i | O=C1C=C(c2cccc(Cl)c2O)C[C@@H](c2ccc3c(c2)OCO3)C1
8.2 | 3.7% | CC1(C)CC2(CCO1)C(Nc1ccccc1)=NC(=S)N2CC(N)=O (stereo not drawn)
19.8 | i | Cc1ccc(C(O)(CCN2CCCCC2)c2ccccc2)cc1 (stereo not drawn)
13.1 | -4.6% | CC(C)(C)C(=O)Nc1sc2c(c1C(=O)Nc1ccccn1)CCCC2
. | ? | O=C(CSc1nc(=O)n(CCCN2CCOCC2)c2c1CCCC2)Nc1ccc(F)cc1F
21.6 | 26.5% | COc1ccc(-c2cc(=O)oc3cc(OCC(=O)NCC(O)c4ccccc4)ccc23)cc1 (stereo not drawn)
-1.7 | i | O=C(CSc1nnc(-c2ccc(O)cc2)o1)Nc1cccc(O)c1
. | i | CCC(=O)c1ccc(OCCSc2ncccn2)cc1
7.4 | -3.7% | Cc1ccc(N2C(=O)Nc3ccc(Br)cc3C2(O)C(=O)NCCN(C)C)cc1C (stereo not drawn)
. | ? | O=C(N/N=C/c1ccccn1)c1ccc(NC(=O)c2ccc(F)cc2)cc1
0.8 | -1.7% | c1ccc(-c2nnc(-c3ccccc3)o2)cc1
4.9 | 2.4% | O=C(NCCc1nccs1)C1CCC(=O)N(Cc2cccc(C(F)(F)F)c2)C1 (stereo not drawn)
-9.2 | 1.6% | O=C(C[n+]1ccccc1)Nc1cc(C(F)(F)F)ccc1Cl
-8.4 | 3.2% | CCc1c(C)c2ccc(OC3CCCCC3=O)cc2oc1=O (stereo not drawn)
. | ? | O=C(c1ccc(Cl)cc1)c1cc([N+](=O)[O-])ccc1N1CCOCC1
. | ? | CCOC(=O)N/N=C/c1cc(C)n(-c2cccc3ccccc23)c1C
24.2 | i | Cc1cccc(NS(=O)(=O)c2ccc3c(c2)oc(=O)n3C)c1C
6.3 | 2.3% | COc1ccc(C2/C=C\CN(C(=O)c3ccc(C)cc3)[C@H](Cc3ccccc3)C(=O)N2Cc2ccc(F)cc2)cc1 (stereo partly drawn)
. | ? | CNC(=S)c1cc(C(C)(C)C)c(O)c(C(C)(C)C)c1

Ordered by the number under Lipid storage S3 (high to low): three of the compounds above.
Lipid storage S3 cell count max | Lipid storage S3 | Compound
-8.4 | 3.2% | CCc1c(C)c2ccc(OC3CCCCC3=O)cc2oc1=O (stereo not drawn)
4.9 | 2.4% | O=C(NCCc1nccs1)C1CCC(=O)N(Cc2cccc(C(F)(F)F)c2)C1 (stereo not drawn)
-9.2 | 1.6% | O=C(C[n+]1ccccc1)Nc1cc(C(F)(F)F)ccc1Cl

(listing goes on)
Lipid storage S3 cell count max | Lipid storage S3 | Compound
. | ? | O=C(CC1SC(=NCCc2ccccc2)N(/N=C/c2cccs2)C1=O)Nc1ccc(Cl)cc1 (stereo not drawn)
. | ? | O=C(CNC(=O)c1ccc(F)cc1)N/N=C/c1cccnc1
. | ? | CC(C)Oc1ccc(C(=O)NC2(C(F)(F)F)NC(=O)N(CCCc3ccccc3)C2=O)cc1 (stereo not drawn)
. | ? | COc1cc(NC(=O)c2ccc(-c3ccc(Br)cc3)o2)ccc1NC(=O)C(C)C
. | ? | O=C1CCN(Cc2cccnc2)CCN1[C@H](CO)Cc1ccccc1
-0.5 | 2.7% | C/C(=N\NC(=O)CNC(=O)c1ccncc1)c1ccc(C)cc1
. | ? | c1ccc(CN2CCOCC2)cc1
. | ? | Cc1csc(=O)n1CC(=O)OCc1nnc(-c2ccc([N+](=O)[O-])cc2)o1
17.9 | 10.2% | CCCCNC(=O)C(Sc1ccccc1)c1ccccc1 (stereo not drawn)
-7.1 | i[9.22 µM] | Cc1ccc(S(=O)(=O)Nc2ccc(N3CCOCC3)nc2)cc1
. | ? | Cc1ccc(S(=O)(=O)N2CC(O)C2)cc1
3.6 | 14.2% | CC(=O)N/C(=C/c1ccc2c(c1)OCO2)C(=O)Nc1ccccc1
14.4 | 23.6% | COc1ccc(N2CCN(C(=O)CSc3nnc(NC(=O)C4CC4)s3)CC2)cc1
. | ? | CC(C)Nc1nnc(SCC(=O)Nc2ccc(F)cc2)s1
11.2 | i | O=C(c1ccncc1)N(Cc1cc2ccccc2[nH]c1=O)C1CCCCC1
. | ? | COC(=O)N1c2ccccc2CCc2ccccc21
-9.5 | -4.2% | CC(OC(=O)c1snc(C(=O)NC2CCCCC2)c1N)C(=O)NC1CCCCC1 (stereo not drawn)
. | ? | CC1CCN(C(=O)CSc2nnc(CNC(=O)c3c(F)cccc3F)o2)CC1
-20.9 | -3.3% | Cc1cc(CNC(=S)Nc2cccc(Cl)c2Cl)nn1C
10.8 | 3.6% | COc1ccc(/C=C/C(=O)NC(=S)NN2CCCCC2c2cccnc2)cc1OC (stereo not drawn)
-7.6 | 10.9% | Cc1nc(-n2nnc3cc(C)c(C)cc32)c2c3c(sc2n1)CCCC3
. | ? | COc1cccc2c1C(CO)N1C(C#N)C3CC(C(=O)O)C(C1C2)N3C (stereo not drawn)
. | ? | CC(C)c1nnc(SCc2ccc(CSc3nnc(C(C)C)n3N)cc2)n1N
6.6 | i | COc1ccc(NC(=O)O/N=C/c2ccccc2)cc1

One compound at a time, as listed above:
CC1CCN(C(=O)CSc2nnc(CNC(=O)c3c(F)cccc3F)o2)CC1 is listed with Lipid storage S3 cell count max = .; Lipid storage S3 = ?
CC(OC(=O)c1snc(C(=O)NC2CCCCC2)c1N)C(=O)NC1CCCCC1 (stereo not drawn) is listed with Lipid storage S3 cell count max = -9.5; Lipid storage S3 = -4.2%

More records
Lipid storage S3 cell count max | Lipid storage S3 | Compound
. | ? | NC(=O)OCC(COC(N)=O)c1ccccc1
-15.7 | -10.7% | COc1ccc(Oc2c(C=O)c3ccccc3n2C)cc1
. | -4.1% | COc1ccc(N2CCN(C(=O)COC(=O)c3cc(S(=O)(=O)N(C)C)ccc3N3CCCC3)CC2)cc1
1.5 | 2.0% | N#C/C(=C(/O)COC(=O)c1ccc(Cl)c(S(=O)(=O)N2CCOCC2)c1)c1nc2ccccc2[nH]1
-21.2 | i | O=C(c1cccc(F)c1F)N1CCCc2ccccc21
. | ? | Cc1ccsc1/C=N/NC(=O)c1ccc2nc[nH]c2c1
. | ? | Cc1ccc(S(=O)(=O)c2nc(-c3ccccc3)oc2N2CCC(C(N)=O)CC2)cc1
2.0 | 12.4% | COc1cc(/C=N/n2cnnc2)ccc1OS(=O)(=O)c1ccccc1[N+](=O)[O-]
-1.9 | 1.7% | CCn1c(C(=O)N2CCC(C(=O)NCc3ccc4c(c3)OCO4)CC2)cc2sccc21
. | -26.4% | Nn1cnc2sc3c(c2c1=O)CCC3
8.4 | 16.3% | COC(=O)CC(CP(=O)(O)CN(C)C=O)C(=O)OC (stereo not drawn)
. | ? | CCOc1ccccc1N(CC(=O)Nc1ccc(OC)c(OC)c1)S(=O)(=O)c1ccccc1
8.9 | 9.2% | Cc1ccc(C(=O)NC(=S)Nc2ccc3[nH]c(=O)[nH]c3c2)cc1
. | 3.9% | COc1ccc(/C=N/NC(=O)CN2CCS(=O)(=O)CC2)cc1
13.4 | -0.7% | CC(=O)C(Sc1nnnn1-c1ccccc1)C(C)=O
1.4 | 0.7% | NC(N)=Nc1nc(CSCC/C(N)=N/S(N)(=O)=O)cs1

Of the compounds above, these have a furan ring, fused or not.
Lipid storage S3 cell count max | Lipid storage S3 | Compound
16.5 | -15.1% | CCOc1ccccc1-c1nc(CN2CCCN(C(=O)c3ccco3)CC2)c(C)o1
. | ? | COc1cc(NC(=O)c2ccc(-c3ccc(Br)cc3)o2)ccc1NC(=O)C(C)C

Remaining list, next part:
Lipid storage S3 cell count max | Lipid storage S3 | Compound
. | ? | CCN(CC(=O)Nc1ccc(Br)cc1)CC(=O)Nc1cc(C)on1
12.5 | -1.7% | COc1ccc(CCNC(=O)CN2C(=O)CCSc3ccccc32)c(OC)c1
-1.9 | 9.3% | O=C(NNC(=O)c1ccc(Br)s1)c1csc(N2CCOCC2)n1
. | ? | Cc1cc(Nc2cc(F)ccc2C)n2nc(C)nc2n1
-15.0* | 1.16µM* | CC(C)=C(NC(=O)c1ccccc1)C(=O)NC(Cc1ccccc1)C(=O)O (stereo not drawn)
7.2 | i | Cc1ccc(N(C)S(=O)(=O)c2cccc(C(=O)Oc3ccc4c(C)cc(=O)oc4c3)c2)cc1
. | ? | CCN(CC)CCNc1nc2ccccc2n1C
. | ? | COc1ccccc1N1CCN(C2CCCC(C)C2)CC1 (stereo not drawn)
. | ? | CCc1cc2c(CN3CCN(CCO)CC3)cc(=O)oc2cc1O
. | ? | CC(C)N1C(=S)SC(C)(C)C1NO (stereo not drawn)
1.2 | 0.5% | C/C=C/c1ccc(OCCOCCNCc2ccccc2)c(OC)c1
5.9 | 16.6% | Cc1ccc2cc(CN(CC3CCCO3)C(=S)NCc3ccco3)c(=O)[nH]c2c1C (stereo not drawn)
-21.2 | -0.1% | Cc1[nH]c2ccccc2c1C(=O)CN1C(=O)C(=O)N(C2CCCC2)C1=O
. | ? | Cc1cc(N)ccc1-n1c(C)ccc1C
. | ? | CC(C)CN1C(=O)C(=O)N(CC(=O)N2CCC(Cc3ccccc3)CC2)C1=O
17.9 | 2.4% | Cc1cc(C)c2cc(C#N)c(NCCCNC(=O)CCC(=O)O)nc2c1
